GAA inh: qHTS Assay for Inhibitors of Human alpha-Glucosidase as a Potential Chaperone Treatment of Pompe Disease; Lysosomal alpha-glucosidase (Homo sapiens), P10253; 200,000 compounds, 0.005% hits; Potency, µM (titrated, usually from 76.9 µM), for inactives: at the top dose activity change, negative = inhibition, most hits filed as inhibitors; AID 1466, 2008; purified human GAA, 4-MU-alpha-glucoside fluorescence;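 note: potency is the fitted concentration of half-maximal effect; plate controls were uninhibited enzyme wells for no effect and no-enzyme background for full effect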
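Fluorogenic assay: 4 nM human alpha-glucosidase with 400 uM 4-methylumbelliferyl-alpha-D-pyranoside in 50 mM citrate/phosphate, 0.005% Tween-20, pH 5.0, 20 min at room temperature. Compounds tested up to 77 uM; AC50 from Hill fits.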
GAA glycogen mod: qHTS Assay for Inhibitors and Activators of Human alpha-Glucosidase Cleavage of Glycogen; AID 2100, 2009; Potency, µM (highest dose often 76.4 µM), without a hit: top-dose activity change, negative = inhibition, most hits filed as inhibitors; recombinant GAA, glycogen substrate, Amplex Red glucose oxidase fluorescence; Lysosomal alpha-glucosidase (Homo sapiens), P10253; 300,000 compounds, 0.38% hits;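 note: potency is the fitted concentration of half-maximal effect; 0% = full enzyme reaction and -100% = no-enzyme basal signal; the screen sought inhibitors and activators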
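Natural-substrate format: glycogen cleavage by 4 nM human enzyme, glucose read by Amplex Red coupling (Ex 573, Em 610 nm). Normalized to enzyme and no-enzyme controls.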
aGlu spleen mod: qHTS Assay for Inhibitors and Activators of Human alpha-Glucosidase From Spleen Homogenate; Potency, µM (titrated, usually from 79.9 µM), for inactives: top-dose activity change, negative = inhibition, usual class: inhibitors; 240,000 compounds, 0.006% hits; Lysosomal alpha-glucosidase (Homo sapiens), P10253; AID 2112, 2009; human spleen homogenate, 4-MU-alpha-glucoside fluorescence;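 note: potency is the fitted concentration of half-maximal effect; 0% = enzyme with vehicle and -100% = no enzyme basal signal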
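Compounds were titrated against alpha-glucosidase in spleen homogenate at pH 5.0, with 1 mM 4-methylumbelliferyl substrate for 40 min at 37 C. Reactions were quenched with pH 10 NaOH/glycine and fluorescence measured.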
CBFb-RUNX1 inh: qHTS Assay for Compounds Blocking the Interaction Between CBF-beta and RUNX1 for the Treatment of Acute Myeloid Leukemia. Runt-related transcription factor 1 (Homo sapiens) + Core-binding factor subunit beta …. AlphaScreen CBFb-His/RUNX1-biotin binding, biochemical. Potency, µM (highest dose often 59.8 µM), for inactives: at the highest dose activity, negative = inhibition, hits mostly inhibitors. 230,000 tested, under 10 active; note: % of control where 0% means no effect
Target sequence (Q01196 whole entry, looked up): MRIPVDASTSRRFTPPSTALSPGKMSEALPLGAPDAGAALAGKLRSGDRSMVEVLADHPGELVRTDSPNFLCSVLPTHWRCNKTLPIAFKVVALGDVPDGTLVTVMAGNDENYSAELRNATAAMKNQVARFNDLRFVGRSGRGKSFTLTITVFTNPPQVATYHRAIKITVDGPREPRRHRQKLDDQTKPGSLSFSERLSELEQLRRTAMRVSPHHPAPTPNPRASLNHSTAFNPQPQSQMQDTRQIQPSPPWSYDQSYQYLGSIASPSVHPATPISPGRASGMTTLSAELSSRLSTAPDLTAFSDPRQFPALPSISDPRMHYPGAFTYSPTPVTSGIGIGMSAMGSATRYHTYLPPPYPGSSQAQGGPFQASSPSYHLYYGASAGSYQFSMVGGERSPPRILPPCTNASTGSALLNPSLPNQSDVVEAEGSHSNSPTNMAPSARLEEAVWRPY
Target sequence (Q13951 whole entry, looked up): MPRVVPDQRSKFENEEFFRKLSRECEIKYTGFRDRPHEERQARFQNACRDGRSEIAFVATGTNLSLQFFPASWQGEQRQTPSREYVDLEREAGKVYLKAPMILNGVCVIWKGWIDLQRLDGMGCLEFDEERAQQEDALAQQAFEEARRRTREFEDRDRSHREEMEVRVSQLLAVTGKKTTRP
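AlphaScreen binding: CBFb-His and RUNX1-biotin (30 nM each) preincubated 20 min, compound added for 15 min, then nickel and streptavidin beads for 90 min, all at room temperature. Disruption of the interaction by any mechanism counts as activity.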
Lamin A splicing: qHTS Assay for Modulators of Lamin A Splicing; HeLa LMNA splicing GFP/RFP minigene ratio, 48 h; 200,000 compounds, 0.01% hits; Potency, µM (series often up to 46.1 µM), for the others: at the top dose ratio change, negative = inhibition, most hits filed as inhibitors; active = well fitted inhibition curve with a large enough effect in the signal ratio, with a control signal flat, not every such curve was filed as active; inconclusive = small, poorly fitted or top-dose-only effect, or effect the other way, or a change in a side signal; the % refers to the signal ratio; note: potency is the fitted concentration of half-maximal effect; % is set by controls: 0 for no effect and ±100 for the full control effect
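S3 HeLa cells stably expressing lamin A-EGFP splicing minigene plus DsRed2, 600 cells/well, 48 h compound exposure at 37C. Laser-scanning cytometry; analysed as GFP (500-530 nm)/RFP (575-640 nm) total intensity ratio; 0.5% DMSO vehicle.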
HTT aggregate: qHTS Multiplex Assay to Identify Dual Action Probes in a Cell Model of Huntington: Aggregate Formation (GFP). 220,000 compounds, 1.1% hits. Potency, µM (series often up to 46.1 µM), without a hit: at the top dose activity change, negative = inhibition, actives largely listed as inhibitors. PC12 HttQ103-GFP aggregates, Acumen cytometry, 40 h; note: potency is the fitted concentration of half-maximal effect; % is set by controls: 0 for no effect and ±100 for the full control effect; nearly all actives have a fitted effect of over 60% in size
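Quantitative HTS on tebufenozide-induced (100 nM) PC12 cells stably expressing polyQ103 Huntingtin exon 1–GFP. Reduction of bright GFP aggregates, detected by laser scanning cytometry after lysis, identified actives across the titration.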
HTT cytoprotect: qHTS Multiplex Assay to Identify Dual Action Probes in a Cell Model of Huntington: Cytoprotection (ATP). PC12 HTT-Q103 induced, cytoprotection, ATP luminescence, 40 h. Potency, µM (highest dose often 56.4 µM), for inactives: cytoprotection (ATP increase), actives largely listed as activators. 230,000 compounds, 0.14% hits;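 note: potency is the fitted concentration of half-maximal effect; % of control where 0% means no effect; nearly all actives have a fitted effect of over 45% in size; toxic huntingtin expression switched on by the ecdysone agonist tebufenozide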
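Compounds were screened for protection of PC12 cells against cell death after tebufenozide induction (100 nM final) of mutant Huntingtin exon 1 (Q103) fused to GFP.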
* hit, by the source's call; ? = inconclusive; nt = no result given; [ ] = remark or other dose. Unless noted, calls come from the whole dose curve; as a rule, active = well fitted curve in the direction sought with a large enough effect; inconclusive = small, poorly fitted or top-dose-only effect, or another doubt; inactive = no such curve, though single readings can be large; an effect the other way counts as inactive or inconclusive.

mol | GAA inh | GAA glycogen mod | aGlu spleen mod | CBFb-RUNX1 inh | Lamin A splicing | HTT aggregate | HTT cytoprotect
COc1cccc(N2C(=O)CC(N3CCC(c4nc5ccccc5[nH]4)CC3)C2=O)c1 (centres undefined) | -3.6% | -8.8% | -12.2% | 1.4% | -2.1% | -3.7% | 27.0%
O=C(Nc1ccc(C(F)(F)F)cc1)c1cc(S(=O)(=O)NCC2COc3ccccc3O2)ccc1F (centres undefined) | ? | -5.8% | -11.8% | 12.1% | ? | ? | 12.8%[10 µM]
CCOC(=O)CNc1ccc2c(c1)OCO2 | -1.7% | ? | -2.6% | -17.9% | 12.7% | -3.7% | -13.2%[0.074 µM]
COCCNCCCOc1ccc(C)cc1Br | -4.3% | -10.3% | -0.5% | 0.3% | nt | 14.9%[9.22 µM] | -15.4%[10 µM]
O=C(Cn1ncc(N2CCCC2)c(Br)c1=O)c1ccc(Cl)cc1 | 5.5% | -15.6% | -14.5% | 12.4% | nt | 3.2% | -29.1%
Cc1ccc(NC(=S)NN2CCN(C)CC2)cc1 | 0.6% | 2.0% | 5.7% | -2.8% | 2.6% | -11.7% | 40.6%[10 µM]
CC1(C)CC(=O)C(C(=O)Cc2ccccc2[N+](=O)[O-])C(=O)C1 | 10.3% | 0.6% | -4.1% | -3.8% | -8.8% | 9.9% | 0.4%[10 µM]
COC(=O)c1ccc(CSc2nc3ccccc3c(=O)n2-c2ccc(OC)c(OC)c2)o1 | 4.8% | -11.3% | -6.5% | -18.4% | -2.2% | 12.6% | -4.6%[10 µM]
CSc1nsc(SCC(=O)Nc2ccc(OC(C)=O)cc2)n1 | -4.9% | -3.6% | -10.9% | 8.5% | nt | 5.8% | -33.7%
O=C(/C=C/Nc1cccc(C(F)(F)F)c1)c1ccc(Oc2ncccn2)cc1 | -2.7% | 6.7% | -3.4% | -5.9% | 25.3% | 19.4% | -36.3%
O=C(NCc1ccccc1Cl)c1cnn2cccnc12 | -1.3% | 4.2% | -5.8% | -0.6% | -9.6% | -1.4% | -4.5%
Cc1ccc(C)c(-n2c(-c3ccncc3)n[nH]c2=S)c1 | nt | 1.7% | -2.0% | 7.8% | nt | -9.5%[9.22 µM] | -2.0%[10 µM]
CCOC(=O)C1(Cc2cccc(F)c2)CCN(C(=O)COC)CC1 | nt | -0.1% | 5.1% | 3.8% | nt | 0.0%[9.22 µM] | 14.0%[10 µM]
COc1ccccc1N1CCN(S(=O)(=O)c2cccs2)CC1 | -0.6% | 0.8% | -19.0% | 5.8% | 0.7% | 12.9% | 17.6%
O=C1OC(c2cccs2)=N/C1=C/c1ccc(-c2cccc(C(=O)O)c2)o1 | -3.4% | -15.8% | -16.8% | ? | ? | 4.0% | -26.9%
C#CCSc1ncc(-c2ccccc2)cn1 | -9.2% | 2.1% | -0.7% | -1.3% | 1.2%[46 µM] | 1.3% | -8.7%[10 µM]
CCOC(=O)c1ccc(NC(=O)c2nc[nH]c2C(=O)N[C@@H](CC(C)C)C(=O)OCc2ccccc2)cc1 | nt | -15.9% | 13.7% | 7.2% | nt | -13.5%[9.22 µM] | -1.8%[10 µM]
CC(=O)C1=C(C)NC(C)=C(C(C)=O)C1c1cccs1 | -7.3% | -2.1% | -2.3% | 9.4% | 8.6% | -5.3% | -3.9%
CC(=O)[C@H]1CC[C@H]2[C@@H]3CCC4=CC(=O)CC[C@]4(C)[C@H]3[C@H](O)C[C@]12C | -7.7%[15.4 µM] | 0.5% | 2.8% | 2.1% | -18.2% | -3.3% | nt
CC(=O)C1C(c2ccco2)c2c(noc2C)CC1(C)O (centres undefined) | -1.4% | 3.7% | 0.8% | 6.8% | -4.4% | 1.7% | -2.2%
O=C1c2sc3nc4ccccc4n3c2C(=O)N1c1ccccc1Cl | -2.0% | -1.7% | 0.9% | -0.2% | -0.1% | -9.8% | -15.9%
CSc1nnc(NC(=O)C2CCCCC2)s1 | -3.8% | -0.1% | 5.2% | 9.3% | -3.5% | -2.4% | 6.3%
CN(C(=O)C1CCCN(S(=O)(=O)c2cccc([N+](=O)[O-])c2)C1)C1CCS(=O)(=O)C1 (centres undefined) | -9.9% | -9.2% | -0.6% | 5.6% | -8.8%[46 µM] | -18.0% | -14.3%
COc1cccc(CN2CCN(C3CCN(c4cccc(C)c4C)CC3)CC2CCO)c1 (centres undefined) | 1.2% | -9.6% | -1.0% | -4.7% | -6.0%[46 µM] | -18.9%[9.22 µM] | -25.6%[10 µM]
O=C(NCCN1CCCCC1)c1ccco1 | 3.5% | 2.8% | -5.0% | 2.0% | -2.4% | -11.7% | -11.3%[10 µM]
COc1cc(C(=O)NCc2ccc(OCCN(C)C)cc2)cc(OC)c1OC | nt | nt | 9.8% | 6.0% | ? | 7.8%[20.6 µM] | ?
COc1cccc(C2(c3cccc(OC)c3)CC2C(=O)Nc2ccccc2Cl)c1 (centres undefined) | -1.9% | -5.7% | 2.2% | 0.9% | -14.1% | -5.0% | -7.6%[10 µM]
C/C(=N\NC(=O)c1c[nH]c2ccccc12)c1ccco1 | -2.7% | ? | -8.3% | -4.3% | 8.8% | 23.8% | -1.4%[10 µM]
Cc1ccc(C(NC(=O)N2CCOCC2)C(Cl)Cl)cc1F (centres undefined) | -9.6% | 16.1% | -2.5% | 1.0% | 1.7% | 10.5% | 11.5%[10 µM]
c1ccc(CNCc2ccc3c(c2)OCO3)nc1 | -2.9% | 8.0% | 0.0% | 6.5% | -3.0% | -3.9% | -5.2%[1.9 µM]
CCCN1Cc2cccc(C(=O)N3CCN(c4cc(Cl)ccc4C)CC3)c2C1=O | ? | -7.1% | 2.4% | -3.7% | -7.7% | ? | -5.6%
Cc1nc2ccc(S(=O)(=O)NCC(=O)N3CCC(N4CCCCC4)CC3)cc2s1 | -2.7% | 0.5% | -7.9% | 0.7% | -2.9% | 5.2% | -17.7%
Fc1ccc(Cn2c(SCc3ccc(F)c(F)c3)nnc2C(F)(F)F)cc1 | 3.6% | -5.8% | -4.6% | 10.4% | 13.4% | -2.3% | 5.6%
Cc1ccccc1NC(=O)Nc1ccccc1C(N)=O | 5.5% | 6.1% | -0.7% | 11.4% | nt | -17.9% | -30.2%
NC(=O)c1cc(N=Nc2c(N)[nH]n(-c3c(Cl)cc(Cl)cc3Cl)c2=O)ccc1Cl | ? | 11.6% | -5.0% | -11.5% | 14.0%[46 µM] | nt | nt
Cn1c(=O)n(C)c2cc(/C=C(/C#N)C(=O)NCc3ccco3)ccc21 | 5.8% | -10.2% | 8.6% | 5.6% | ? | 16.9%[9.22 µM] | 12.1%[10 µM]
CCn1c(CC(=O)Nc2ccc(Cl)c(Cl)c2)nnc1SCc1ccc(C)cc1 | 8.2% | 3.7% | -4.3% | 4.2% | -12.4% | -8.6% | 7.8%[10 µM]
COc1ccc(CSc2n[nH]c(C)n2)cc1Br | -3.9% | 4.1% | 3.1% | 2.7% | 3.0% | 9.2% | -6.5%
O=C(Nc1ccc(CN2CCOCC2)cc1)c1cccs1 | -5.4% | 0.4% | -9.8% | -2.4% | 2.0% | -9.2% | -86.3%[inhibitor][0.074 µM]
O=C(NCCc1ccccc1)C1CCCN1C(=O)Nc1ccc(F)cc1 (centres undefined) | -0.7% | 4.2% | 6.5% | 2.2% | 8.2% | 13.3% | -14.4%
COc1ccc(OC)c(/C=N/NC(=O)c2cc[n+](CC(=O)c3ccccc3)cc2)c1 | -1.3% | 18.4% | -3.6% | 0.4% | 1.9% | -0.3% | -12.4%
O=C(O)CCCSc1nccn1-c1ccccc1 | -0.8% | 2.7% | -20.0% | 0.4% | nt | -10.0% | -20.2%
COc1cccc(Nc2nc(-c3sc(NC(=O)CC(C)C)nc3C)cs2)c1 | -2.2% | -8.9% | 3.0% | -19.7% | ? | ? | -53.6%[inhibitor]
CC(C)CCn1c(O)c(N=NC(=O)Cn2ccc(C(F)(F)F)n2)c2ccccc21 | 0.7% | -9.7% | -2.6% | -3.3% | -6.5% | -0.2% | 39.5%[10 µM]
COc1cc(Cl)c(C)cc1NC(=O)CSc1nnc(-c2ccccn2)n1Cc1ccco1 | -5.9% | -4.7% | 6.3% | 10.4% | 20.0% | 12.3% | -14.1%
Cc1c(NC(=O)CCC2CCCCC2)c(=O)n(-c2ccccc2)n1C | 4.2% | 28.3% | -9.4% | 1.2% | 12.8% | 4.1% | 2.6%[10 µM]
O=C(CSc1nnc(-c2ccncc2)n1-c1ccccc1Cl)Nc1ccc(C(=O)O)cc1 | ? | -3.5% | -3.9% | 4.6% | nt | -12.6% | -11.9%
Cc1cn(C2OC(COC(=O)c3ccccc3)C(O)C2Cl)c(=O)[nH]c1=O (centres undefined) | 0.2% | 15.2% | 0.4% | 17.1% | nt | 20.0% | 15.3%
COc1ccc(OCc2nc3c4cc(OC)c(OC)cc4nc(=S)n3[nH]2)cc1 | -2.6% | -22.6% | -3.0% | -2.8% | -9.4% | 17.6% | 3.7%[10 µM]
Cc1ccc(-n2nnnc2-c2cnn(-c3cccc(F)c3)c2C(F)(F)F)cc1 | -1.0% | -7.9% | -12.3% | 17.1% | ? | ? | 5.8%[10 µM]
CCn1c(CNC(=O)Cc2ccc(OC)cc2)nnc1SCC(=O)c1ccccc1 | -14.8% | 5.6% | -2.6% | -0.6% | 62.1%[46 µM] | ? | 7.9%[10 µM]

Entries of single compounds as entered above:
`O=C(CSc1nnc(-c2ccncc2)n1-c1ccccc1Cl)Nc1ccc(C(=O)O)cc1` is listed with GAA inh: ?; GAA glycogen mod: -3.5%; aGlu spleen mod: -3.9%; CBFb-RUNX1 inh: 4.6%; Lamin A splicing: nt; HTT aggregate: -12.6%; HTT cytoprotect: -11.9%
`COc1ccc(OCc2nc3c4cc(OC)c(OC)cc4nc(=S)n3[nH]2)cc1` is listed with GAA inh: -2.6%; GAA glycogen mod: -22.6%; aGlu spleen mod: -3.0%; CBFb-RUNX1 inh: -2.8%; Lamin A splicing: -9.4%; HTT aggregate: 17.6%; HTT cytoprotect: 3.7%[10 µM]
